Screening data from PubChem.
mABHD4 FP = ABHD4 (mouse) inhibition, primary FP screen; 0.54% of 370,000 active; inhibition, % at 8.92 µM; purified mABHD4, FP-Rh probe fluorescence polarization;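 active = inhibition exceeding the mean over every tested compound plus 3 SD, cut at about 30% in these data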;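 note: 0% = plate median of compound wells and 100% = S159A mutant with DMSO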
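Assay system: Wild-type mouse ABHD4 protein | Medium: HEPES pH 7.0 buffer, 150 mM NaCl, 0.01% Pluronic F-127 | Incubation: Enzyme–compound pre-incubation 45 min, then probe 60 min, both 25 °C | Technique: Fluorescence polarization with parallel and perpendicular emission, 525/598 nm | Evaluation: % inhibition of FP-Rh probe binding versus controls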
PRMT1 inh = PRMT1 (human) inhibition, primary screen; Q99873; 1.3% of 370,000 active; recombinant PRMT1, activity-based probe fluorescence polarization; inhibition, % at 2.79 µM;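 active = inhibition above about 21% made by adding two undisclosed values, limit read from the data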
Target sequence (Q99873 whole entry, looked up): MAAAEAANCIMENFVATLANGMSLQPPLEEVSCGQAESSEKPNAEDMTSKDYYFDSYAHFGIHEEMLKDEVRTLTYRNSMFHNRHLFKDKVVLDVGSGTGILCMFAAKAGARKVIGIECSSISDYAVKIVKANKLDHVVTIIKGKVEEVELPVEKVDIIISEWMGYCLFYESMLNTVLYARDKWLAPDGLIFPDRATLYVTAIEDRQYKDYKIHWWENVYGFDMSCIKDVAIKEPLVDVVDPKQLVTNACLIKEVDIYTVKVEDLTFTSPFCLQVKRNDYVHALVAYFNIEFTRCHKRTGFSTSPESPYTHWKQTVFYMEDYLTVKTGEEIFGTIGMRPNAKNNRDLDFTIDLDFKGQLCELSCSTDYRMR
rCAG RNA binder = binds r(CAG) RNA repeats. r(CAG) RNA repeat, TO-PRO-1 dye displacement fluorescence. inhibition, % at 3 µM. 1.3% of 370,000 active;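 active = inhibition above the plate cutoff, the mean of all test compounds on that plate plus 3 SD, cut at about 35% in these data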;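 note: 0% = DMSO alone and 100% = 100 µM mitoxantrone as full dye displacement; higher means more dye released from RNA so lower well fluorescence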
HTRA1 inh = inhibitors of human serine peptidase HTRA1. recombinant HTRA1, FP-rhodamine activity-based probe, fluorescence polarization. inhibition, % at 5.96 µM. 0.5% of 340,000 active; in the data active = inhibition above about 36%;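 note: 0% = enzyme with DMSO and 100% = wells lacking enzyme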
Target sequence (Q92743 whole entry, looked up): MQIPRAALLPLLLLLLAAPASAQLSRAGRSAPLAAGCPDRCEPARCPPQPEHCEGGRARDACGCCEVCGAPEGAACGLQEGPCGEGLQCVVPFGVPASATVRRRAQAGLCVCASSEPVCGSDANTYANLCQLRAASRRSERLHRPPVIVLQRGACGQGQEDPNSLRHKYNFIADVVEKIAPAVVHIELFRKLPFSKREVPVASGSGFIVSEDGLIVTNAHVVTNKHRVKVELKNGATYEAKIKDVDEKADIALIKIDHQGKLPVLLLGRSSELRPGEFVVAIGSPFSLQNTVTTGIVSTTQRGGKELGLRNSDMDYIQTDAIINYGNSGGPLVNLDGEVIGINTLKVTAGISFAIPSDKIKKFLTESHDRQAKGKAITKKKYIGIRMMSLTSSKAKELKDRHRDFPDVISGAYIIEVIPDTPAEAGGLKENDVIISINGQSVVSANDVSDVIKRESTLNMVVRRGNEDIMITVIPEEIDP
TCR-CD3 inh = human TCR-CD3 binding inhibition; TAMRA-labeled TCR probe fluorescence, biochemical; inhibition, % at 9.4 µM; 0.37% of 360,000 active; AID 651800; in the data active = inhibition above about 19%;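 note: recombinant mutant TCR 2C K166C tagged with TAMRA read by polarization; 0% = receptor in buffer alone and 100% = receptor with positive control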
MBD2 DNA inh = inhibitors of human MBD2 binding to methylated oligonucleotide. Q9UBB5. TR-FRET. inhibition, % at 4.4 µM. 0.31% of 370,000 active; in the data active = inhibition above about 13%
NPR2 activator = GC-B (human) receptor activation. P20594. HEK293-GC-B cells, CNP EC30, cGMP TR-FRET; 0% at EC30 CNP, 100% saturating CNP. 0.11% of 370,000 active. activation, % at 10 µM. AID 1920062;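 active = activation at 10 µM reaching about 35% in either raw or pattern-adjusted values, limit read from the data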
TDP2 inh = blocks human TDP2 phosphodiesterase activity; 0.34% of 370,000 active; O95551; inhibition, % at 12.8 µM; recombinant TDP2, T5PNP hydrolysis, p-nitrophenol absorbance 415 nm; AID 720702;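 active = inhibition above the mean of all tested compounds plus 3 SD, set per campaign, cut at about 25% in these data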;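 note: 0% = DMSO with enzyme and 100% = buffer with substrate but no TDP2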
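Assay system: Recombinant human TDP2 | Quantity: 120 nM TDP2 per well | Incubation: 2 h at 37 °C | Signal: Epi absorbance | Evaluation: Percent inhibition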
LEDGF integ inh = blocks HIV-1 LEDGF/p75-dependent DNA integration | TR-FRET IN-LEDGF/p75 DNA integration, Eu/Cy5 | inhibition, % at 3.7 µM | 0.64% of 370,000 active | AID 743269;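 active = inhibition above the screen-wide mean plus 3 SD, cut at about 13% in these data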;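 note: signal is the Cy5 over europium emission ratio at 671 and 618 nm; 0% = plate median of compound wells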
SIAE primary = human SIAE inhibition, primary screen; Q9HAT2; SIAE FP-Rh probe binding, fluorescence polarization; inhibition, % at 9.66 µM; 0.69% of 370,000 active; AID 1053197;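 active = inhibition above a cutoff: mean of compounds within the control limits plus 3 SD of those, cut at about 17% in these data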;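 note: 0% = plate median of compound wells and 100% = probe without SIAE protein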
An asterisk follows results filed as active; · = not tested or not shown. Some of the compounds tested. The share of hits here may be higher or lower than overall.

SMILES	mABHD4 FP	PRMT1 inh	rCAG RNA binder	HTRA1 inh	TCR-CD3 inh	MBD2 DNA inh	NPR2 activator	TDP2 inh	LEDGF integ inh	SIAE primary
CC1=C(C(=O)Nc2cc(C)ccn2)C(c2cnn(C)c2)C2=C(CC(c3ccccc3)CC2=O)N1 (stereo unspecified)	7	-3	-7	7	2	3	24	7	-3	3
COc1ccc(NC(=O)CSc2nnc(Cc3cccs3)n2C)cc1	-8	-6	-6	-1	8	-1	2	-12	3	0
Cc1nccn1CC(O)COc1ccc(Cl)cc1Cl (stereo unspecified)	2	-2	-4	2	-5	1	0	2	4	16
CCOC(=O)N1CCN(C(=O)c2ccc3c(c2)N(Cc2ccc(F)cc2)CCS3)CC1	-7	1	-1	-8	-2	5	2	-9	-3	4
CCc1nc(N)c(C#N)c(-c2cccnc2)c1C	2	-2	-2	7	0	4	-1	2	2	5
CCOC(=O)C1(Cc2ccccc2C)CCCN(C(=O)c2sccc2C)C1 (stereo unspecified)	0	-5	-9	0	4	-6	-1	4	3	1
Cc1ccc(-c2noc(CCCC(=O)NC3CCCCC3)n2)cc1	-3	-1	-4	-1	4	-1	-3	6	7	-6
CCN1C(=O)CC(N2CCN(CC(=O)NC(C)C)CC2)C1=O (stereo unspecified)	4	0	0	7	4	-4	1	-15	1	1
CCCCNC(=S)N/N=C/c1ccc(C#N)cc1	-2	2	-3	·	2	1	-2	5	-2	-2
COc1ccc(/C=N\NC(=O)c2ccc(Cn3cc(Br)c([N+](=O)[O-])n3)o2)c(OC)c1C	7	3	0	2	-6	-2	4	5	-4	-16
CCCCc1nnc(NC(=O)CSc2nc(O)c(Cc3ccccc3)c(=O)[nH]2)s1	-8	6	0	-4	4	7	0	-10	0	-10
Cc1ccc(CC2SC(N=C(N)N)=NC2=O)cc1 (stereo unspecified)	-1	0	4	-2	7	-3	4	-6	-2	0
Cc1cc(C)c2c(c1)cc(C)c1nnc(SCC(=O)Nc3ccccc3N3CCOCC3)n12	0	-3	2	-8	0	0	-15	3	2	8
CC(C)c1ccc(NC2CCCN(C(=O)c3cccc4nccnc34)C2)cc1 (stereo unspecified)	2	-3	-5	-2	3	-9	2	12	1	0
CN(C)CCCN=c1cc(-c2ccccc2)oc2ccc(Cl)cc12	-8	-4	6	-9	8	9	-15	0	1	7
COc1ccc(-c2csc(C(C)(O)c3ccncc3)n2)cc1OC (stereo unspecified)	0	1	1	·	3	1	4	2	-1	4
CCCc1cc(C(=O)Nc2nnc(C)s2)cs1	-10	-1	2	-3	8	-5	1	11	0	-2
CC(=O)CC(CC(=O)NC1CCCCC1)c1ccccc1 (stereo unspecified)	1	-2	-3	5	-6	1	4	4	-3	6
CCC1CSC(Nc2ccc(C(=O)/C=C/c3ccc(Oc4ccccc4)cc3)cc2)=N1 (stereo unspecified)	-18	3	10	-73	1	3	1	11	-1	9
CC1CCC2(CC1)NC(=O)N(Cc1nnc(-c3cccs3)o1)C2=O (stereo unspecified)	-14	4	-2	4	-6	6	1	-13	3	-7
CCCCC(NC(=O)COc1cc2c(c3oc(=O)cc(C)c13)CCC(C)(C)O2)C(=O)O (stereo unspecified)	2	-1	20	3	-1	-1	1	-4	5	7
CC1CN=C(N(C(=S)Nc2ccccc2)c2cccc(C(F)(F)F)c2)S1 (stereo unspecified)	4	-2	-4	·	-8	5	0	11	0	1
CN(CCC(=O)Nc1ccc2c(c1)OCO2)Cc1ccccc1	-2	0	-4	5	-4	-1	2	-7	-2	5
CCOCCn1ccc2c(OCC(=O)Nc3ccccc3F)cccc2c1=O	-4	3	-5	1	-16	-2	-1	8	0	0
CN(Cc1c(F)cccc1Cl)c1nnnn1-c1ccccc1	1	-1	-4	-8	10	-5	-7	3	2	7

Six of the entries above in order of the TDP2 inh value, highest first:
| SMILES | TDP2 inh |
| --- | --- |
| CC1CN=C(N(C(=S)Nc2ccccc2)c2cccc(C(F)(F)F)c2)S1 (stereo unspecified) | 11 |
| COc1ccc(/C=N\NC(=O)c2ccc(Cn3cc(Br)c([N+](=O)[O-])n3)o2)c(OC)c1C | 5 |
| CC(=O)CC(CC(=O)NC1CCCCC1)c1ccccc1 (stereo unspecified) | 4 |
| COc1ccc(-c2csc(C(C)(O)c3ccncc3)n2)cc1OC (stereo unspecified) | 2 |
| CCCCC(NC(=O)COc1cc2c(c3oc(=O)cc(C)c13)CCC(C)(C)O2)C(=O)O (stereo unspecified) | -4 |
| COc1ccc(NC(=O)CSc2nnc(Cc3cccs3)n2C)cc1 | -12 |

(more compounds)
SMILES	mABHD4 FP	PRMT1 inh	rCAG RNA binder	HTRA1 inh	TCR-CD3 inh	MBD2 DNA inh	NPR2 activator	TDP2 inh	LEDGF integ inh	SIAE primary
COc1ccccc1Nc1nc(-c2ccc([N+](=O)[O-])cc2)nc2ccccc12	1	-1	0	7	-3	-1	-6	3	-1	7
COc1ccc(CNC(=O)C2CCCN(S(=O)(=O)c3ccc4c(c3)C(C)(C)C(=O)N4C)C2)cc1 (stereo unspecified)	-1	-3	2	2	2	1	3	-3	4	0
Cc1ccc(C(=O)NCCNS(=O)(=O)c2ccccc2[N+](=O)[O-])cc1	-4	0	-2	4	4	-2	3	-5	-1	0
COc1ccccc1OCCOc1ccc(/C=N/n2cnnc2)cc1	-7	0	-2	-5	6	0	3	4	-1	2
COc1cccc(-c2cc(C(F)(F)F)nc(N3CCCCC3)n2)c1	-4	6	2	0	-5	7	-2	-8	0	-5
O=C(NC(=S)Nc1ccc(S(=O)(=O)Nc2ncccn2)cc1)c1cccc(Br)c1	2	1	6	1	2	4	3	-7	-9	2
O=C(c1ccc(Cl)cc1)C1CCN(CC(=O)N2CCCCC2)CC1	-1	-1	4	-4	14	-9	1	-3	0	5
Nc1cc2c(cc1Br)-c1ccccc1C2=NO	17	4	14	12	5	-4	-11	7	0	0
Cc1ccc(-n2c(C)nnc2SC(C)C(=O)N2CCCC2)cc1 (stereo unspecified)	5	4	0	3	-3	-5	6	-2	4	12
CC(C)CCN1CCN(CC(c2ccccc2)c2ccccc2)CC1CCO (stereo unspecified)	-4	-3	-9	-5	-11	1	-7	-19	1	6
CC1(C)N=C(N)N=C(N)N1c1cccc(C(=O)O)c1	-2	-4	-1	-4	-6	9	6	-4	1	6
c1ccc2c(CSCCc3ccncc3)cccc2c1	-2	3	-2	-42	9	0	-6	1	-2	0
COc1cccc(CNC(=O)CN(C)S(=O)(=O)c2ccc3c(c2)c(=O)n(C)c(=O)n3C)c1	0	-2	0	-2	5	-5	1	5	0	-4
COc1ccc(CCC(=O)Nc2nc3ccccc3[nH]2)cc1OC	0	0	0	-2	-2	-6	-3	3	0	8
O=C(NCc1ccc2c(c1)OCO2)C1CCCN1C(=O)Nc1ccccc1 (stereo unspecified)	-1	7	-1	-4	-5	1	2	7	-3	-1
COP(=O)(OC)c1nc(-c2cccc3ccccc23)oc1NCc1ccccc1	-7	-5	-6	-37	5	-5	-3	-3	3	4
CSc1ccccc1NC(=O)CN(C)C(=O)CNC(=O)c1ccc(Oc2ccccc2)cc1	2	3	1	-6	7	-6	2	9	2	3
CCOC(=O)C1(C)NC(c2cccc(C)c2)C2C(=O)N(c3ccccc3)C(=O)C21 (stereo unspecified)	-8	-2	-1	8	-1	5	-1	5	-2	0
Cc1ccc(Cn2ncc3c(N4CCN(C5CCCC5)CC4)ncnc32)cc1	-3	1	-8	-7	7	2	-3	10	2	3
CC1(c2ccc(Cl)cc2Cl)NC(=O)N(CC(=O)NC2CCCCC2)C1=O (stereo unspecified)	-1	2	-1	2	-1	2	7	0	1	-1
O=C(COc1ccc(Cl)cc1Cl)NC(=S)Nc1ccc(CN2CCOCC2)cc1	0	1	3	·	6	1	6	-2	1	-13
CC(C)CSc1nnc(-c2ccco2)n1C	2	-6	0	·	·	5	-2	-4	23*	0
COc1ccc(C(=O)N2CCN=C2SC)cc1	0	-2	-1	0	-6	0	0	5	0	-8
Cc1c(C(=O)O)[nH]c2c1C(=O)CC(c1ccc(Cl)cc1)C2 (stereo unspecified)	0	-4	2	-7	4	5	7	-13	-3	-1
O=C(C1CC(=O)N(c2ccc(Cl)cc2)C1)N1CCN(Cc2ccc3c(c2)OCO3)CC1 (stereo unspecified)	3	-1	-3	-1	3	-5	6	0	1	4
C/C(=N\Nc1ccc(C#N)cc1[N+](=O)[O-])c1ccc(O)cc1	17	5	5	16	0	-6	-13	-12	-9	4
O=C(COc1ccc(-c2ccccc2)cc1)N/N=C/c1cc(O)ccc1Br	-123	-1	24	-121	-3	-5	-3	-5	-1	-103

In the list so far, these contain a CF3 group.
SMILES	mABHD4 FP	PRMT1 inh	rCAG RNA binder	HTRA1 inh	TCR-CD3 inh	MBD2 DNA inh	NPR2 activator	TDP2 inh	LEDGF integ inh	SIAE primary
CC1CN=C(N(C(=S)Nc2ccccc2)c2cccc(C(F)(F)F)c2)S1 (stereo unspecified)	4	-2	-4	·	-8	5	0	11	0	1
COc1cccc(-c2cc(C(F)(F)F)nc(N3CCCCC3)n2)c1	-4	6	2	0	-5	7	-2	-8	0	-5
